ROCK2 blocker = blocks human Rho kinase 2 activity; inhibition, % at 6 µM; 0.35% of 60,000 active; purified ROCK2, Kinase-Glo ATP depletion luminescence;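 active = inhibition above the screen-wide mean inhibition plus 3 SD, cut at about 18% in these data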;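 note: plate controls were DMSO wells for no effect and Y-27632 control wells after no-enzyme background subtraction for full effect; many of its hits are not listed in these tables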
Ecoli tolC = E. coli tolC mutant growth inhibition. E. coli BW25113 tolC mutant growth, OD615. growth inhibition, % at 10 µM (by protocol). 2.2% of 65,000 active;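 active = growth inhibition at or above a cutoff equal to the mean over every tested compound plus 3 SD, cut at about 60% in these data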;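 note: growth measured after 20 h incubation at 37 °C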
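Assay system: tolC-deleted E. coli BW25113. Medium: kanamycin-containing LB broth (50 µg/mL). Dosing: 10 µM final, single dose. Timing: bacterial growth with compound for 20 h at 37 °C. Detection: A615 absorbance measurement. Read-out basis: growth inhibition in percent.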
HEK293 NFkB inh = lowers PMA/ionomycin-induced NF-kB signal in HEK293 cells; HEK-293 NF-kB luciferase reporter, luminescence; inhibition, % at 3 µM; 0.21% of 62,000 active;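 active = inhibition above the mean of all tested compounds plus 3 SD, cut at about 40% in these data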;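 note: 0% = stimulated DMSO wells and 100% = 10 µM reference inhibitor 5653914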
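Timing: 1 h pretreatment, 16 h stimulation, 37 °C; system: HEK-293 cells with stable firefly luciferase reporter driven by four HIV NF-kB elements; doses: 3 µM once, 0.30% DMSO; measured by: luciferase luminescence; control set: DMSO and 10 µM reference inhibitor; repeats: single test; reagent: PMA plus ionomycin mix as NF-kB-activating stimulus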
JNK3 blocker = JNK3 (human) kinase inhibition. P53779. inhibition, % at 8 µM. purified JNK3 kinase activity, HTS. 0.61% of 60,000 active; in the data active = inhibition above about 17%;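 note: 0% = DMSO and 100% = reference inhibitor; many of its hits are not listed in these tables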
Target sequence (P53779 whole entry, looked up): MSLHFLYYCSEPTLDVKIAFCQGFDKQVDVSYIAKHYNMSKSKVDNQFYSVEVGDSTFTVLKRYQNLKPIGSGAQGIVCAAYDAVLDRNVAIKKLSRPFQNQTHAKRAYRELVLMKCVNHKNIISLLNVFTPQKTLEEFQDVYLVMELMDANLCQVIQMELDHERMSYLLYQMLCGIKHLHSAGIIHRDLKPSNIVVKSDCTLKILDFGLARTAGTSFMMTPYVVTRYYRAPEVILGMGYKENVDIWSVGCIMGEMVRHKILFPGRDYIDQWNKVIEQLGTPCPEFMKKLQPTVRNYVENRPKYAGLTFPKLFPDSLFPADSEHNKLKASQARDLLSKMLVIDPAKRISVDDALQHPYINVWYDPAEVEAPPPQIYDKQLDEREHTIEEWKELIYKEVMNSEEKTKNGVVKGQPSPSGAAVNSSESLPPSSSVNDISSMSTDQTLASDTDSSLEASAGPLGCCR
PKA kinase inh = PKA (human) kinase inhibition. P17612. PKA Kemptide phosphorylation, Kinase-Glo ATP luminescence. inhibition, % at 6 µM. 0.1% of 65,000 active. AID 524;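 active = inhibition above the screen-wide mean inhibition plus 3 SD, cut at about 21% in these data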; note: many of its hits are not listed in these tables
Abs 340nm = absorbance at 340 nm; compound absorbance at 340 nm, fold over control; fold change at 10 µM; 65,000 tested, under 10 active; AID 708;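 active = at 10 µM dose, initial 340 nm absorbance at least 2 fold that of control wells; inactive = change under 2 fold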;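 note: initial absorbance extrapolated from kinetic A340 decline of NADH oxidation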
NADH coupling = inhibitors of enzymes used to reach an NAD/NADH endpoint; coupled PK/LDH NADH assays, four targets; IC50, µM (doses to about 10 µM), for inactives: at the highest dose inhibition; 0.02% of 65,000 active; AID 774;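 active = single-dose screening hits from any of four coupled enzyme assays that gave an IC50 when retested across doses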;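 note: the DPM-DC format reads NADH fluorescence rather than 340 nm absorbance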
MMP13 inh = blocks human MMP13 activity; P45452; MMP-13 fTHP FRET cleavage, Mca fluorescence; inhibition, % at 4 µM; 0.07% of 65,000 active;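 active = inhibition above the mean of compound-free control plate wells plus 3 SD, cut at about 14% in these data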;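 note: 0% = DMSO wells and 100% = wells with reference MMP-13 inhibitor after basal subtraction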
Fluor 339 460 = intrinsic fluorescence of library compounds, ex339/em460 – biochemical, MLSMR library, data from DPM-DC assay, artefact control, profiling panel. 5.5% of 65,000 active. AID 709. compound autofluorescence, ex339/em460 nm, NADH buffer; stronger effect = higher value; 1 = no-compound wells, NADH background. fluorescence fold increase at 10 µM;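 active = at 10 µM, mean starting fluorescence two-fold or more over control wells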;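 note: signal is the first read of a kinetic run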
Numbers without * were called inactive; [ ] = remark or other dose. Not all compounds are listed; the hit share may differ from the screen's.

COc1ccc(-c2cc3ccc(OCc4nn[nH]n4)cc3oc2=O)cc1 was read as ROCK2 blocker 1, Ecoli tolC 11, HEK293 NFkB inh 15, JNK3 blocker 1, PKA kinase inh 6, Abs 340nm 1.1, NADH coupling 4%[fluoresces], MMP13 inh inactive[fluorescence artefact?] and Fluor 339 460 3*.
Cc1cccc(NC(=O)CSCc2c(C)noc2C)c1C was read as ROCK2 blocker 1, Ecoli tolC -2, HEK293 NFkB inh 15, JNK3 blocker -1, PKA kinase inh 4, Abs 340nm 0.99, NADH coupling 6%, MMP13 inh -9 and Fluor 339 460 1.1.
`Cc1ccc(-c2cc(C(=O)Nc3cccnc3)c3ccccc3n2)o1` gave ROCK2 blocker 2, Ecoli tolC 19, HEK293 NFkB inh 14, JNK3 blocker 4, PKA kinase inh 6, Abs 340nm 1.1, NADH coupling 8%[fluoresces], MMP13 inh -32 and Fluor 339 460 2.2*.
`CC(=O)Nc1ccc(C(=O)OCC(=O)NC(=O)NC2CCCCC2)cc1` gave ROCK2 blocker 2, Ecoli tolC -4, HEK293 NFkB inh 5, JNK3 blocker -2, PKA kinase inh 0, Abs 340nm 1, NADH coupling 5%, MMP13 inh 2 and Fluor 339 460 1.1.
CCCn1c(=NC(=O)c2ccncc2)c(C#N)cc2c(=O)n3cccc(C)c3nc21 was read as ROCK2 blocker 2, Ecoli tolC 15, HEK293 NFkB inh 10, JNK3 blocker -6, PKA kinase inh 6, Abs 340nm 1.1, NADH coupling 5%[fluoresces], MMP13 inh -343[fluorescence artefact?] and Fluor 339 460 3.6*.
For CCOC(=O)c1c(NC(=O)CN2CCCCC2)sc2c1CCCC2O (stereo unspecified) the results were ROCK2 blocker -9, Ecoli tolC 22, HEK293 NFkB inh 13, JNK3 blocker -10, PKA kinase inh -4, Abs 340nm 1.1, NADH coupling 1%, MMP13 inh 0 and Fluor 339 460 1.1.
For O=C(c1ccccc1)c1nnc(-c2ccncc2)o1 the results were ROCK2 blocker -4, Ecoli tolC 0, HEK293 NFkB inh 23, JNK3 blocker 1, PKA kinase inh 7, Abs 340nm 1, NADH coupling 4%, MMP13 inh 5 and Fluor 339 460 1.1.
`CCn1c(CNC(=O)c2ccc(OC)c(OC)c2)nnc1SCC(=O)Nc1ccccc1` gave ROCK2 blocker 5, Ecoli tolC -3, HEK293 NFkB inh 11, JNK3 blocker 7, PKA kinase inh 4, Abs 340nm 1, NADH coupling 8%, MMP13 inh 0 and Fluor 339 460 1.1.
`CC(C)c1nnc(NC(=O)c2cccs2)s1` gave ROCK2 blocker 1, Ecoli tolC 2, HEK293 NFkB inh -41, JNK3 blocker 1, PKA kinase inh 6, Abs 340nm 1.1, NADH coupling 3%, MMP13 inh -8 and Fluor 339 460 1.
Screening CC1CCCN(S(=O)(=O)c2ccc(NC(=O)c3cccc(-n4cnnn4)c3)cc2)C1 (stereo unspecified) returned ROCK2 blocker 5, Ecoli tolC 73*, HEK293 NFkB inh -9, JNK3 blocker -7, PKA kinase inh 7, Abs 340nm 0.99, NADH coupling 3%, MMP13 inh -2 and Fluor 339 460 1.1.
Screening CCOC(=O)N1CCC(Nc2nc3ccccc3n3nnnc23)CC1 returned ROCK2 blocker 8, Ecoli tolC 1, HEK293 NFkB inh 10, JNK3 blocker 4, PKA kinase inh 8, Abs 340nm 1, NADH coupling 7%[fluoresces], MMP13 inh -68[fluorescence artefact?] and Fluor 339 460 4*.
Cc1cc(C(F)F)n2nc(C(=O)Nc3c(F)cc(F)cc3Br)nc2n1 was read as ROCK2 blocker 6, Ecoli tolC -11, HEK293 NFkB inh 2, JNK3 blocker 1, PKA kinase inh 11, Abs 340nm 1, NADH coupling 6%, MMP13 inh -4 and Fluor 339 460 1.1.
For CC(C)CCNC(=O)c1ccc2c(c1)N(Cc1ccccc1)C(=O)CS2=O (stereo unspecified) the results were ROCK2 blocker 3, Ecoli tolC 10, HEK293 NFkB inh 11, JNK3 blocker -1, PKA kinase inh 4, Abs 340nm 1, NADH coupling 3%, MMP13 inh -1 and Fluor 339 460 1.1.
Screening COc1ccc(OC)c(C(=O)c2coc3ccc(O)cc23)c1 returned ROCK2 blocker 4, Ecoli tolC 24, HEK293 NFkB inh 9, JNK3 blocker 18*, PKA kinase inh 1, Abs 340nm 1, NADH coupling 0%, MMP13 inh -3 and Fluor 339 460 1.1.
For O=C(NCc1cccs1)c1ccc(Cl)s1 the results were ROCK2 blocker 7, Ecoli tolC 13, HEK293 NFkB inh 9, JNK3 blocker 12, PKA kinase inh 6, Abs 340nm 1, NADH coupling 2%, MMP13 inh -2 and Fluor 339 460 1.1.
For Cc1ccc(C2C(C#N)=C(N)SC(N)=C2C#N)c(C)c1 the results were ROCK2 blocker 1, Ecoli tolC 19, HEK293 NFkB inh 6, JNK3 blocker 2, PKA kinase inh 1, Abs 340nm 1.2, NADH coupling 4%, MMP13 inh -4 and Fluor 339 460 1.
`O=C(CSc1ncn[nH]1)c1ccc2c(c1)OCCO2` gave ROCK2 blocker -2, Ecoli tolC -3, HEK293 NFkB inh 11, JNK3 blocker -12, PKA kinase inh 3, Abs 340nm 1, NADH coupling 4%, MMP13 inh 3 and Fluor 339 460 1.1.
Screening CCn1c(SCc2ccc(C(=O)OC)o2)nc2sc3c(c2c1=O)CCCC3 returned ROCK2 blocker 4, Ecoli tolC 17, HEK293 NFkB inh 18, JNK3 blocker -3, PKA kinase inh 2, Abs 340nm 1.1, NADH coupling 3%, MMP13 inh 2 and Fluor 339 460 1.1.
Screening CCCCn1c(Oc2ccc(C(=O)OC)cc2)nc2c1c(=O)n(C)c(=O)n2C returned ROCK2 blocker 3, Ecoli tolC 15, HEK293 NFkB inh 12, JNK3 blocker -3, PKA kinase inh 9, Abs 340nm 1, NADH coupling 3%, MMP13 inh 4 and Fluor 339 460 1.
Screening Cc1cc(C(=O)Nc2ccc3c(c2)OCO3)cs1 returned ROCK2 blocker 0, Ecoli tolC 25, HEK293 NFkB inh -43, JNK3 blocker -4, PKA kinase inh 1, Abs 340nm 1.1, NADH coupling 8%, MMP13 inh -5 and Fluor 339 460 1.1.
`CCn1c(SCC(=O)C(C)(C)C)nnc1-c1cnccn1` gave ROCK2 blocker 0, Ecoli tolC -8, HEK293 NFkB inh 4, JNK3 blocker 3, PKA kinase inh 4, Abs 340nm 0.99, NADH coupling 2%, MMP13 inh 5 and Fluor 339 460 1.1.
Screening COC(=O)Nc1sc2c(c1C(N)=O)CCCCCC2 returned ROCK2 blocker 5, Ecoli tolC -10, HEK293 NFkB inh 5, JNK3 blocker -6, PKA kinase inh 2, Abs 340nm 0.99, NADH coupling 4%, MMP13 inh 3 and Fluor 339 460 1.
Cn1cc(C2NC(=O)c3c(sc4c3CCCC4)N2)c2ccccc21 (stereo unspecified) was read as ROCK2 blocker 5, Ecoli tolC 3, HEK293 NFkB inh 15, JNK3 blocker 1, PKA kinase inh 7, Abs 340nm 0.99, NADH coupling 4%, MMP13 inh -8 and Fluor 339 460 1.3.
COc1ccc(S(=O)(=O)N(Cc2ccccc2)Cc2nc(-c3ccccc3)no2)cc1 was read as ROCK2 blocker 2, Ecoli tolC 28, HEK293 NFkB inh 19, JNK3 blocker 3, PKA kinase inh 3, Abs 340nm 1, NADH coupling 4%, MMP13 inh 3 and Fluor 339 460 1.1.
Screening CCN1CCCC1CN(Cc1cc2cc(C)cc(C)c2[nH]c1=O)C(=O)Nc1ccccc1OC (stereo unspecified) returned ROCK2 blocker -2, Ecoli tolC 10, HEK293 NFkB inh 10, JNK3 blocker -4, PKA kinase inh 4, Abs 340nm 1, NADH coupling 9%, MMP13 inh -2 and Fluor 339 460 1.3.
For CCOC(=O)Cc1nn(CCc2ccccn2)c(=O)c2ccccc12 the results were ROCK2 blocker 4, Ecoli tolC -2, HEK293 NFkB inh 4, JNK3 blocker -2, PKA kinase inh 7, Abs 340nm 1, NADH coupling 6%, MMP13 inh -3 and Fluor 339 460 1.1.
Screening Cc1cccn2c(=O)c3cc(C(=O)NCc4cccnc4)c(=N)n(C)c3nc12 returned ROCK2 blocker -10, Ecoli tolC 2, JNK3 blocker -6, PKA kinase inh 2, Abs 340nm 1, NADH coupling 9%, MMP13 inh -43[fluorescence artefact?] and Fluor 339 460 1.9.
CCOC(=O)c1sc(=S)n(-c2cccc(OC)c2)c1N was read as Ecoli tolC -3, HEK293 NFkB inh 9, PKA kinase inh 5, Abs 340nm 1.1, NADH coupling 5%, MMP13 inh 6 and Fluor 339 460 1.1.
For COc1ccc(OC)c(S(=O)(=O)Nc2ccccc2C)c1 the results were ROCK2 blocker -5, Ecoli tolC -11, HEK293 NFkB inh 20, JNK3 blocker -5, PKA kinase inh -3, Abs 340nm 1, NADH coupling 8%, MMP13 inh -2 and Fluor 339 460 1.1.
Screening COC(=O)c1cc(=O)n(Cc2ccco2)c(=Nc2ccc(F)c(Cl)c2)s1 returned ROCK2 blocker 0, Ecoli tolC 41, HEK293 NFkB inh 20, JNK3 blocker 1, PKA kinase inh -8, Abs 340nm 1.1, NADH coupling 4%, MMP13 inh 4 and Fluor 339 460 1.
`O=C(Nc1ccc(-n2cnnn2)cc1)C1CCCN1C(=O)NC1CCCCC1` (stereo unspecified) gave ROCK2 blocker 3, Ecoli tolC -7, HEK293 NFkB inh 8, JNK3 blocker 4, PKA kinase inh 12, Abs 340nm 1, NADH coupling 3%, MMP13 inh -4 and Fluor 339 460 1.1.
`CCOc1ccccc1NC(=O)c1ccc(S(=O)(=O)N2CCOCC2)cc1` gave ROCK2 blocker -8, Ecoli tolC -20, HEK293 NFkB inh 6, JNK3 blocker -3, PKA kinase inh -6, Abs 340nm 1, NADH coupling 5%, MMP13 inh 3 and Fluor 339 460 1.1.
`COc1cc(NC(=O)c2cc(OC)c(OC)c(OC)c2)c(OC)cc1NC(=O)CN1CCCCC1` gave ROCK2 blocker -5, Ecoli tolC 3, HEK293 NFkB inh 12, JNK3 blocker -2, PKA kinase inh -8, Abs 340nm 1, NADH coupling 11%, MMP13 inh 3 and Fluor 339 460 1.
Screening Oc1ccccc1-c1cc(C(F)(F)C(F)F)[nH]n1 returned ROCK2 blocker 7, Ecoli tolC 46, HEK293 NFkB inh 0, JNK3 blocker 7, PKA kinase inh 12, Abs 340nm 1.1, NADH coupling 2%, MMP13 inh -6 and Fluor 339 460 1.
`O=C(O)CC(c1ccccc1)n1cnnn1` (stereo unspecified) gave ROCK2 blocker 1, Ecoli tolC -13, HEK293 NFkB inh 9, JNK3 blocker 3, PKA kinase inh 1, Abs 340nm 1, NADH coupling 5%, MMP13 inh 1 and Fluor 339 460 1.1.
For CCc1ccc(CCC(=O)Nc2ccc(C)c(C)c2)o1 the results were ROCK2 blocker 3, Ecoli tolC 13, HEK293 NFkB inh 6, JNK3 blocker 3, PKA kinase inh 5, Abs 340nm 0.98, NADH coupling 5%, MMP13 inh 1 and Fluor 339 460 1.1.
Screening Cc1ccc(S(=O)(=O)N2CCN(C(=O)CSc3nnc(C)c(=O)[nH]3)CC2)cc1 returned ROCK2 blocker 6, Ecoli tolC -7, HEK293 NFkB inh 12, JNK3 blocker 1, PKA kinase inh 13, Abs 340nm 1, NADH coupling 6%, MMP13 inh -2 and Fluor 339 460 1.1.

Screening data from PubChem BioAssay.
